PhoP GFP inhibition – PhoP regulon inhibitors, Salmonella typhi PhoP promoter GFP reporter, confirmatory (AID 1850) | hit rate 0.33% among 310,000 | Salmonella Typhi PhoP-promoter GFP reporter, fluorescence, 4 h; higher % means a stronger effect | inhibition, % at 50 µM, or IC50 in µM where a hit was titrated; in the data active = a potency from the dose series;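 also: 0% = induced wells with vehicle and 100% = uninduced wells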
influenza NS1A – NS1A inhibition, H1N1 influenza, cell based functional assay (AID 504329); NS1A functional cell-based assay, percent inhibition; higher % means a stronger effect; one-dose inhibition, % at 12.5 µM; IC50 in µM for titrated hits; hit rate 0.3% among 340,000; in the data active = a potency from the dose series; also: strong numbers were not always called active
tuberculosis growth – growth inhibition of non-replicating M. tuberculosis (AID 488890); hit rate 0.39% among 320,000; Mycobacterium tuberculosis non-replicating, growth inhibition; higher % means a stronger effect; inhibition, % at 25 µM, or IC50 in µM where a hit was titrated; in the data active = a potency from the dose series;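 also: plate controls were DMSO cells for no effect and high antibiotic wells for full effect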
inhibitors of VEEV – inhibitors of VEEV TC-83 cytopathic effect, confirmation, Vero cells (AID 588727). Vero cells, VEEV TC-83 cytopathic effect inhibition; higher % means a stronger effect. inhibition, % at 20 µM; hits with a dose series show IC50 in µM. hit rate 0.13% among 350,000; in the data active = a potency from the dose series; also: strong numbers were not always called active
H37Rv inhibition – M. tuberculosis growth inhibition, HTS (AID 449762). one-dose inhibition, % at 25 µM; IC50 in µM for titrated hits. hit rate 0.59% among 330,000. M. tuberculosis H37Rv growth inhibition, 7H9 media; higher % means a stronger effect; in the data active = a potency from the dose series;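 also: bacterial growth assessed after seven days of incubation; strong numbers were not always called active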
inhibitors of VEEV 10K pilot screen – further read-out of inhibitors of VEEV, marked with its call; inhibition, %; measured here: 10K pilot screen inhibition
Starred values were filed as active, the others as inactive; i = inactive; x = no result given.

SMILES	PhoP GFP inhibition	influenza NS1A	tuberculosis growth	inhibitors of VEEV	H37Rv inhibition	others
O=C(NCc1ccccc1)C1CCCN(S(=O)(=O)c2ccc(-n3cnnn3)cc2)C1 (configuration not stated)	-30%	-2%	-3%	1.4%	4%
CC(C)(C)N(NS(=O)(=O)c1ccc(F)cc1)c1ccccc1	3%	-24%	0%	0.5%	1%
Cc1nc(-c2ccc(S(=O)(=O)N3CCN(C(c4ccccc4)c4ccccc4)CC3)s2)cs1	8%	2%	1%	i	-5%
COC(=O)c1cccc(NC(=O)NC2CCCN2S(=O)(=O)c2ccc(Cl)cc2)c1 (configuration not stated)	x	-13%	x	i	x
COc1cc([N+](=O)[O-])ccc1NC(=O)NCc1ccco1	3%	6%	59%	1.9%	-5%
CC(C)Cc1cc(C(=O)Nc2sc3c(c2C#N)CCC3)no1	-5%	2%	36%	2.0%	7%
COc1cc2c3c(c1)C1(C(=O)N3C(C)(C)C=C2C)C(C#N)=C(N)Oc2cc(C)oc(=O)c21 (configuration not stated)	-7%	-4%	x	1.1%	x
CCOC(=O)c1nn(-c2ccccc2F)c(C)c1C(C)=O	12%	-15%	-6%	1.4%	-6%	inhibitors of VEEV 10K pilot screen=0.7
CCn1c(=O)c2cc(C(=O)N(C)CC(OC)OC)sc2c2ccccc21	1%	1%	-7%	3.4%	1%
O=C(NCc1ccccc1)C(c1ccccc1)N(C(=O)c1csnn1)C1CCCC1 (configuration not stated)	3%	6%	9%	0.8%	11%
Cc1cc(Nc2cccc(Cl)n2)n(-c2ccccc2)n1	10%	4%	-2%	0.2%	11%
COc1ccc(OC)c(NC(=O)C2CC(=O)N(c3ccccc3)C2)c1 (configuration not stated)	-1%	7%	-7%	3.0%	-2%
CC(C)c1nccn1CCC(=O)O	-10%	-3%	-1%	0.4%	-4%
O=C1c2ccccc2C(=O)N1c1ncn[nH]1	0%	-4%	1%	0.5%	8%
Nc1ccccc1SCc1csc(-c2ccc(Cl)cc2)n1	-2%	-9%	70%	4.8%	4%
O=C(CSc1cccc[n+]1[O-])NC1CCCCC1	x	-8%	10%	i	6%
Cc1sc2ncn(CC(=O)NCCCC(=O)N3CCC(C(N)=O)CC3)c(=O)c2c1C	2%	4%	-8%	0.6%	-3%
O=C1C2=C(c3ccccc31)[N+](=O)C1CCCCC1N2[O-] (configuration not stated)	4%	-1%	4%	1.1%	5%
O=c1[nH]c(=O)n(-c2cccc3ccccc23)c(O)c1/C=N/N1CCCCCC1	-6%	-21%	-4%	0.4%	-5%
N/C(=N\OC(=O)CCn1cccc(C(F)(F)F)c1=O)c1ccc(OC(F)(F)F)cc1	3%	x	-16%	i	-1%
Fc1ccc(CCNc2ncnc3[nH]ncc23)cc1	x	-12%	x	10%	x
CC1(C)C2CCC1(C)C(OC(=O)CCn1ccnc1)C2 (configuration not stated)	11%	14%	35%	i	0%
Cc1cc(/C=C2/C(=O)NN(c3ccccc3)C2=O)c(C)n1-c1ccc(O)cc1	-3%	11%	16%	10%	5%
O=C(CCCn1cnc([N+](=O)[O-])n1)Nc1ccc(F)c(Cl)c1	8%	1%	48%	i	8%
Cc1ccc(NC(=O)Cc2ccccc2)c(C)c1	6%	x	-10%	x	-5%

Fetched by compound from the entries so far, six records:
SMILES	PhoP GFP inhibition	influenza NS1A	tuberculosis growth	inhibitors of VEEV	H37Rv inhibition	others
Cc1sc2ncn(CC(=O)NCCCC(=O)N3CCC(C(N)=O)CC3)c(=O)c2c1C	2%	4%	-8%	0.6%	-3%
O=C1c2ccccc2C(=O)N1c1ncn[nH]1	0%	-4%	1%	0.5%	8%
O=C(CSc1cccc[n+]1[O-])NC1CCCCC1	x	-8%	10%	i	6%
COc1cc([N+](=O)[O-])ccc1NC(=O)NCc1ccco1	3%	6%	59%	1.9%	-5%
Cc1nc(-c2ccc(S(=O)(=O)N3CCN(C(c4ccccc4)c4ccccc4)CC3)s2)cs1	8%	2%	1%	i	-5%
CC(C)Cc1cc(C(=O)Nc2sc3c(c2C#N)CCC3)no1	-5%	2%	36%	2.0%	7%

The listing picks up; the 3 compounds before the break are reprinted first.
SMILES	PhoP GFP inhibition	influenza NS1A	tuberculosis growth	inhibitors of VEEV	H37Rv inhibition	others
Cc1cc(/C=C2/C(=O)NN(c3ccccc3)C2=O)c(C)n1-c1ccc(O)cc1	-3%	11%	16%	10%	5%
O=C(CCCn1cnc([N+](=O)[O-])n1)Nc1ccc(F)c(Cl)c1	8%	1%	48%	i	8%
Cc1ccc(NC(=O)Cc2ccccc2)c(C)c1	6%	x	-10%	x	-5%
CC(C)C(C(=O)NCC1CCCO1)N(C(=O)CNS(=O)(=O)c1ccccc1)C1CCCCC1 (configuration not stated)	2%	-1%	-4%	i	-1%
CC(C)CCNC(=O)NC(=O)COC(=O)CCN=C1NS(=O)(=O)c2ccccc21	1%	0%	1%	0.4%	1%
CC(=O)NNc1cc(C)nc(N)n1	6%	x	-7%	79%	3%
COc1cccc(OCC(=O)N2CCCc3ccccc32)c1	10%	8%	54%	1.2%	-2%
COc1ccc2c(c1)C=Cc1ccccc1O2	8%	x	2%	x	2%
COc1ccccc1/C=C1\C(=O)NC(=S)N(c2ccccc2)C1=O	-10%	-28%	-10%	i	1%
COc1ccc(N2CC(C)Cn3c2nc2c3c(=O)n(CCc3ccccc3)c(=O)n2C)cc1 (configuration not stated)	x	14%	x	4.2%	x
COc1cc(C(=O)N/N=C/c2cn(Cc3cccc(F)c3)c3ccccc23)ccc1O	6%	0%	2%	10%	5%
Cc1ccc(S(=O)(=O)N(C)C)cc1NC(=O)COC(=O)c1n[nH]c(=O)c2ccccc12	0%	-3%	3%	0.5%	4%
CCOc1ccc(C(=O)/C=C/Nc2ccc(S(=O)(=O)Nc3cc(C)nc(C)n3)cc2)cc1	-1%	x	56%	x	0%
c1ccc(-c2cn(-c3ccccc3)c3[n+]2CCCS3)cc1	1%	-13%	-2%	0.9%	-1%
CCOc1cc(NC(=S)NCCCN(C)C)c(OCC)cc1NC(=O)c1cccs1	-2%	-2%	26%	2.0%	9%
COc1ccc(S(=O)(=O)N2CCN(C(=O)CCSc3ccccc3)CC2)cc1	x	3%	17%	3.7%	5%
Cc1nc2ccccn2c1C(=O)NNS(=O)(=O)c1ccc(Cl)cc1	1%	-18%	-3%	0.4%	13%
O=C(NCCCc1ccccc1)C1CCN(S(=O)(=O)c2ccc(F)cc2)CC1	-2%	-2%	17%	1.6%	1%
Cc1nc(N)nc(SCc2ccc([N+](=O)[O-])cc2)c1N	-2%	-2%	18%	0.2%	4%
CCOc1ccccc1N(CC(=O)NCC1CCCO1)C(=O)CCC(=O)Nc1cc(C)on1 (configuration not stated)	-1%	2%	-12%	1.8%	1%
Cc1sc2ncnc(SCC(=O)N3CCCC3=O)c2c1C	6%	-22%	55%	0.2%	9%	inhibitors of VEEV 10K pilot screen=0.2
CCc1cc(=O)oc2cc(OCC(=O)N3C[C@H]4C[C@@H](C3)c3cccc(=O)n3C4)c(Cl)cc12	6%	-5%	-7%	0.7%	-6%
Cc1cc(C(=O)NNc2c(Cl)cccc2Cl)n(C(C)(C)C)n1	6%	-2%	1%	i	-7%
CNC(=S)NNC(=O)CSCc1c(Cl)cccc1Cl	6%	x	-16%	i	-11%
COc1ccc(C(=O)NNC(=O)Cc2ccc(Cl)cc2)cc1	11%	-5%	22%	0.3%	-5%
CCOc1ccc(OCCC(=O)N(CC(=O)Nc2ccccc2C(F)(F)F)Cc2ccco2)cc1	0%	-15%	9%	7.5%	2%
COc1ccccc1NC(=S)N(Cc1ccco1)Cc1cc2cc(C)cc(C)c2[nH]c1=O	-2%	15%	11%	7.9%	1%
C=CCN(CC=C)S(=O)(=O)c1ccc(NC(=S)NC(=O)/C=C/c2ccccc2)cc1	-3%	2%	11%	4.3%	2%
The list goes on.
SMILES	PhoP GFP inhibition	influenza NS1A	tuberculosis growth	inhibitors of VEEV	H37Rv inhibition	others
O=C(CCN1C(=O)S/C(=C\c2ccccc2)C1=O)Nc1ccc(S(=O)(=O)Nc2nccs2)cc1	-1%	-6%	9%	12%	10%
CCOC(=O)/C(=N/Nc1ccccc1)c1csc(Nc2ccccc2)n1	3%	-5%	3%	2.1%	35µM*
Cc1ccc(Cl)cc1N1CCN(C(=O)CCS(=O)(=O)c2ccc3c(c2)NC(=O)CO3)CC1	-3%	-3%	43%	11%	42%
Cc1nc(C(=O)N(C)C)nn1-c1ccc(Cl)cc1Cl	-4%	-1%	x	2.7%	4%
CCc1ccc(NC(=O)Cn2cccc2)cc1	0%	-3%	74%	0.4%	60%
CCn1c(O)c(C=NCCN2CCOCC2)c(=O)[nH]c1=S	4%	4%	-11%	0.6%	9%
CCO/C(=C/c1sc2ccc(OC)cc2[n+]1CCCS(=O)(=O)[O-])CC	3%	-4%	4%	i	0%
O=C(N/N=C/c1[nH]c2ccccc2c1Cl)c1cccc(Br)c1	-1%	x	-4%	1.6%	5%
Cc1occc1C(=O)Nc1ccc2ccccc2c1	6%	-7%	16%	4.0%	-5%
O=C1CSC(c2ccc(Cl)c(Cl)c2)N1c1nccs1 (configuration not stated)	x	-7%	44%	0.3%	20%
O=C(N/N=C/C=C/c1ccc([N+](=O)[O-])cc1)c1cccs1	7%	-1%	2%	i	3%
CN(C)/C=C1\SC(=S)N(N2C(=O)C3C4C=CC(C4)C3C2=O)C1=O (configuration not stated)	5%	-2%	1%	i	2%
C=CCNCCOCCOc1ccc(C)cc1Br	0%	-11%	30%	i	-2%
COC(=O)Cn1cnc2sc3c(c2c1=O)CCCC3	0%	-4%	15%	i	-1%
COC(=O)C1(NC(=O)NC2CCCCC2)CCCCC1	-1%	-19%	-2%	0.7%	9%
CCN(CC(=O)Nc1ccc2c(c1)OCCO2)C(=O)/C=C/c1ccccc1	11%	0%	1%	1.5%	1%
N#CCSc1nnc(-c2cccnc2)n1-c1ccccc1	-6%	-3%	-32%	2.9%	-5%
Cc1cc(C)nc(OC(C(=O)O)C(OCCc2ccccc2)(c2ccccc2)c2ccccc2)n1 (configuration not stated)	-7%	-20%	13%	i	-5%
CC(=O)c1ccc(NC(=O)c2cc(S(=O)(=O)N3CCOCC3)ccc2C)cc1	-1%	-7%	-10%	5.0%	4%
Cc1cc(C)c(C#N)c(N2CCSCC2)n1	-2%	14%	-4%	2.7%	-4%
Cc1ccc(C)c(C(=O)CCC(=O)NCc2ccc(Cl)cc2)c1	11%	2%	46%	0.1%	11%
COc1ccc(CCN2C(=O)c3[nH]nc(-c4ccccc4O)c3C2c2cccc(O)c2)cc1OC (configuration not stated)	1%	2%	-14%	8.9%	1%
O=S(=O)(c1ccc(Cl)s1)N1CCNCC1	x	-2%	7%	2.1%	2%
COc1ccc(C(=O)Nc2ccc(N3CCN(C(=O)c4ccccc4C)CC3)cc2)cc1	-5%	3%	1%	4.6%	-15%
O=C(NNc1ccccn1)C(c1ccccc1)c1ccccc1	3%	0%	-44%	i	0%	inhibitors of VEEV 10K pilot screen=0.4
Cc1ccc(-c2nc(N/N=C/c3cccnc3)c3ccccc3n2)cc1	-16%	4%	27%	7.2%	-4%
COc1ccc(CNS(=O)(=O)c2c(C)[nH]c(C)c2C(=O)N2CCCC2)cc1	1%	-11%	-9%	i	1%
C[C@H](CO)N1C[C@H](C)[C@@H](CN(C)C(=O)Nc2ccc3c(c2)OCO3)Oc2ccc(NC(=O)Cc3ccccc3)cc2C1=O	x	7%	10%	0.3%	4%
CCOc1ccc(/C=C/C(=O)OC(C)C(=O)NC2CCCCC2C)cc1OC (configuration not stated)	-5%	-17%	16%	2.5%	1%

Sorted by number of heavy atoms (smallest number first): 4 of the compounds above.
SMILES	PhoP GFP inhibition	influenza NS1A	tuberculosis growth	inhibitors of VEEV	H37Rv inhibition	others
CCc1ccc(NC(=O)Cn2cccc2)cc1	0%	-3%	74%	0.4%	60%
O=C(N/N=C/c1[nH]c2ccccc2c1Cl)c1cccc(Br)c1	-1%	x	-4%	1.6%	5%
CN(C)/C=C1\SC(=S)N(N2C(=O)C3C4C=CC(C4)C3C2=O)C1=O (configuration not stated)	5%	-2%	1%	i	2%
CCOc1ccc(/C=C/C(=O)OC(C)C(=O)NC2CCCCC2C)cc1OC (configuration not stated)	-5%	-17%	16%	2.5%	1%

Compounds shown so far that have a CF3 group:
SMILES	PhoP GFP inhibition	influenza NS1A	tuberculosis growth	inhibitors of VEEV	H37Rv inhibition	others
N/C(=N\OC(=O)CCn1cccc(C(F)(F)F)c1=O)c1ccc(OC(F)(F)F)cc1	3%	x	-16%	i	-1%
CCOc1ccc(OCCC(=O)N(CC(=O)Nc2ccccc2C(F)(F)F)Cc2ccco2)cc1	0%	-15%	9%	7.5%	2%

Screening results: PubChem, Southern Research Specialized Biocontainment Screening Center
